Compound activity: PubChem BioAssay, several laboratories
KOR beta-arrestin-1: kappa opioid receptor blockers – cell-based, luminescence, uHTS (AID 1778) | KOR beta-arrestin recruitment, luminescence, antagonist mode; higher % means a stronger effect | inhibition, % at 10 µM; hits with a dose series show IC50 in µM | hit rate 0.091% among 290,000; further: strong numbers were not always called active
GPR55 beta-arrestin: selective activators of receptor GPR55 – imaging, U2OS cells, beta-arrestin-GFP redistribution, primary screen (AID 1961); U2OS GPR55 beta-arrestin-GFP redistribution imaging; higher % means a stronger effect; activation, % at 10 µM, or EC50 in µM where a hit was titrated; hit rate 0.048% among 290,000;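 active means activation above 40% with more than 50 cells counted in the well; inconclusive means wells holding fewer than 50 cells, flagged as toxic or sparse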;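 further: U2OS osteosarcoma cells stably expressing GPR55 and beta-arrestin-GFP; plate controls were DMSO negative control for no effect and LPI positive control for full effect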
NTR1 ag: NTR1-driven beta-arrestin-GFP spot formation – imaging, U2OS cells, high content, primary screen (AID 493036). P30989. agonist mode. activation, % at 20 µM. hit rate 0.17% among 330,000;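 active means activation at or above 40% of the spot to cytoplasm intensity ratio, with at least 20 cells analyzed; inconclusive means wells under 20 cells, flagged as cytotoxic or low count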;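 further: 0% = DMSO without peptide and 100% = 100 nM NTR1 peptide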
Target sequence (P30989 whole entry, looked up): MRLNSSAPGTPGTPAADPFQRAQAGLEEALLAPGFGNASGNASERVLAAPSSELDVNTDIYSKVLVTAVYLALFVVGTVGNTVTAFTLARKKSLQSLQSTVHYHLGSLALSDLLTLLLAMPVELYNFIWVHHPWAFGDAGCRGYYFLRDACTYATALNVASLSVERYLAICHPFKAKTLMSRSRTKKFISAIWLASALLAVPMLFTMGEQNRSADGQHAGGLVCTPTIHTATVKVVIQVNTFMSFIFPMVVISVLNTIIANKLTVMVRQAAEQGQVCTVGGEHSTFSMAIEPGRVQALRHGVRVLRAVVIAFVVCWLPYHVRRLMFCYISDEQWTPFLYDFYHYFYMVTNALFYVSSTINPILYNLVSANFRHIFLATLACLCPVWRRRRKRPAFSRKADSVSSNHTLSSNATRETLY
NOD1 inhibition: inhibition of NOD1-driven NF-kB reporter – cell-based, luminescence, uHTS, primary screen (AID 1578); NOD1-driven NF-kB luciferase reporter cells, luminescence; higher % means a stronger effect; one-dose inhibition, % at 4 µM; EC50 in µM for titrated hits; hit rate 1% among 290,000; in the data active means inhibition mostly above about 36%, no sharp cut-off; inactive means mostly below about 34%;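 further: HEK-293T reporter cells stimulated with the NOD1 agonist gamma-tri-DAP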
NOD2 inhibition: NOD2 signaling inhibitors, cell-based, luminescence, uHTS, HEK293 (AID 1566). HEK293 NOD2/NF-kB luciferase reporter, luminescence; higher % means a stronger effect. hit rate 0.63% among 290,000. inhibition, % at 4 µM, or EC50 in µM where a hit was titrated; further: many of its hits are not listed in these tables
Myeloid diff 2: myeloid differentiation induction | ER-HoxA9 myeloid progenitors, lysozyme-GFP differentiation, flow cytometry | calls only at 10 µM | hit rate 1% among 360,000 | AID 624256;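 active means normalized GFP-positive differentiation at or above the plate's own cutoff, the solvent-only control mean plus 3 SD; inconclusive means no clear call, values can overlap the other calls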;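 further: cells exposed to compound for four days before flow analysis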
T cell modulator: modulates CD8 T cell binding to vesicles; 2C CD8+ T cell-vesicle binding, flow cytometry; stronger effect = lower value; calls only at 7 µM; hit rate 0.068% among 330,000;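 active means response, share of CD8 T cells binding vesicles, and their 90th percentile fluorescence all below set limits, cut at about 80% in these data, passing the limit was not always enough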
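Also added: QL9-peptide-loaded Drosophila micro-vesicles bearing Ld, ICAM-1 and B7-1; Test system: purified 2C TCR transgenic mouse naive CD8+ T cells; Measured by: cytometric PE anti-B7-1 and Alexa647 anti-CD8 signals after 1% paraformaldehyde fixation; Timing: binding step 1.5 h, 37 °C, antibody labelling 20 min, ice.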
KOR beta-arrestin-2: KOR agonists, beta-arrestin recruitment, primary screen, cell-based, luminescence, uHTS (AID 1777); KOR beta-arrestin recruitment, luminescence; higher % means a stronger effect; hit rate 0.02% among 280,000; one-dose activation, % at 10 µM; EC50 in µM for titrated hits; in the data active means activation above about 50%, passing the limit was not always enough; further: a part of the inactive calls stands beside numbers as strong as those of hits
GPR55 antagonists: GPR55 antagonists blocking LPI-driven arrestin recruitment, primary screen, imaging, U2OS, beta-arrestin-GFP, LPI agonist (AID 2013). inhibition, % at 10 µM; hits with a dose series show IC50 in µM. U2OS GPR55 beta-arrestin-GFP translocation imaging, LPI antagonism; higher % means a stronger effect. hit rate 0.13% among 290,000;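 active means spots per cell inhibited over 60%, with over 100 cells counted and total cytoplasm intensity under 500,000; inconclusive means wells with under 100 cells, flagged as likely toxic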;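 further: U2OS cells stably carrying GPR55 and arrestin-GFP stimulated by 5 µM LPI near EC80; imaged beta-arrestin-GFP aggregate spots per cell after agonist stimulation; plate controls were LPI-stimulated DMSO wells for no effect and DMSO wells without LPI for full effect; some results filed as inactive read as strong as hits; confirmed hits need IC50 under 10 µM and bright autofluorescent wells are also inconclusive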
T cell modulator vesicle-bound %: second read-out of T cell modulator, no call of its own (marks repeat the call); double positive events, %; measured here: CD8+ vesicle-bound cell fraction;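 binding gate set so that unloaded-vesicle control wells show 10% double positive cells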
NTR1 ag cell count 20 µM: second read-out of NTR1 ag, no call of its own (marks repeat the call); cell count; measured here: cell count, cytotoxicity flag
Myeloid diff 2 GFP+ MAC1+ %: recorded beside Myeloid diff 2, whose call it bears; GFP+ MAC1+ double positive, %; measured here: differentiation confirmed by MAC1 staining
Starred values were filed as active, the others as inactive; i = inactive; ? = inconclusive; . = no result given; + = active, no number; [ ] = dose if it differs, or a comment. Unless noted, no stated cut-off is given here; in the data, active means inhibition above about 50%; inactive means the rest. A portion of the library; count on the stated rates, not on these rows.

SMILES	KOR beta-arrestin-1	GPR55 beta-arrestin	NTR1 ag	NTR1 ag cell count 20 µM	NOD1 inhibition	NOD2 inhibition	Myeloid diff 2	Myeloid diff 2 GFP+ MAC1+ %	T cell modulator	T cell modulator vesicle-bound %	KOR beta-arrestin-2	GPR55 antagonists
CCC(C)[C@H](NC(=O)OC(C)(C)C)C(=O)NCC1CCC(C(=O)N[C@@H](Cc2ccccc2)C(=O)O)CC1 (some centres not stated)	32%	-0.2%	-1.4	83	-6%	7%	i	0.2	i	63	-1.7%	7%
Cc1nc(SCC(=O)N2CCCCC2)c2c(C)c(C)sc2n1	-6%	-0.2%	2.4	35	-16%	23%	i	0.3	i	20	0.7%	-10%
COc1ccccc1CNC(=O)Cn1cccc1	40%	-0.2%	0.6	73	-19%	6%	i	0.9	i	36	4.3%	-5%
Cc1ccc(C(O)c2nccn2C)o1 (configuration not stated)	-10%	0.2%	1.0	68	2%	3%	i	1.6	i	4	-4.1%	1%
COc1ccc(NC(=O)c2ccc(N(C)S(C)(=O)=O)cc2)cc1OC	2%	0.3%	-0.6	46	-37%	-22%	i	0.8	i	52	4.3%	12%
CC(=O)NC(CCS(C)(=O)=O)C(=O)Nc1cccc(Cl)c1Cl (configuration not stated)	3%	-0.1%	-1.2	63	-9%	-2%	i	3.4	i	28	-3.6%	-2%
O=C(CSc1nnc(NC(=O)c2ccco2)s1)NCc1ccc2c(c1)OCO2	28%	-0.1%	4.2	62	-48%	1%	i	0.1	i	18	-3.4%	13%
c1coc(CN2CCN(C(c3cccs3)c3nnnn3C3CCCC3)CC2)c1 (configuration not stated)	9%	0.2%	-1.7	44	0%	7%	i	0.6	i	46	2.1%	16%
CCn1nc(NC(=O)c2ccccn2)c2cc3cccc(C)c3nc21	4%	0.0%	12	57	9%	19%	i	1.9	i	8	3.5%	3%
CC(OC(=O)c1cc2c(s1)CCCCC2)C(=O)NC(N)=O (configuration not stated)	3%	?	-0.3	80	-27%	9%	i	0.1	i	60	-0.2%	-5%
CCC(=O)Nc1ccccc1Oc1ccccc1	-15%	-0.2%	0.3	87	-15%	9%	i	1.1	i	42	-1.3%	28%
CCn1ncc([N+](=O)[O-])c1C(=O)N1CCc2ccccc2C1	1%	0.7%	0.2	47	-7%	6%	i	1.5	i	19	-0.6%	9%
COc1ccc(F)cc1S(=O)(=O)Nc1cccc(C(=O)O)c1	-33%	0.0%	3.2	28	-36%	6%	i	0.6	i	46	0.2%	3%
Cc1cc(Cl)ccc1NC(=O)CCC(=O)N/N=C/c1cccnc1	-8%	-0.1%	-0.4	52	-26%	-1%	i	5.5	i	55	-0.7%	-2%
CC1(C)Cc2nc3[nH]c(=S)[nH]c(=O)c3cc2CO1	0%	0.4%	0.9	49	-5%	12%	i	0.4	i	33	-5.3%	11%
CN(c1nc2ccccc2[nH]c1=O)C1CCCCC1	-28%	-0.2%	3.2	46	4%	6%	i	0.9	i	13	-3.5%	-14%
O=C(Nc1ccc2c(c1)CCC2)c1ccccc1F	22%	-0.1%	-0.5	71	-56%	-185%	i	0.2	i	49	1.4%	0%
Cc1cc(C(=O)NC2CCCc3c2cnn3-c2ccc(C)c(C)c2)nc(C)n1 (configuration not stated)	-9%	0.3%	0.4	66	1%	25%	i	2.4	i	6	3.8%	17%
Cc1ccc(C(=O)/C=C/c2ccc3c(c2)OCO3)o1	-24%	0.3%	0.2	44	-12%	-15%	i	2.5	i	4	-2.4%	6%
COc1cccc(N(CC(=O)NCCSc2ccccc2)S(C)(=O)=O)c1	11%	-0.1%	0.5	55	-8%	8%	i	1.0	i	11	4.5%	-8%
Cc1ccc(CNc2cnn(C34CC5CC(CC(C5)C3)C4)c(=O)c2Cl)cc1	-48%	-0.4%	14	41	27%	6%	i	0.9	i	6	-0.8%	14%
CCCCN(C)CC(O)Cn1cc(/C=C/C(=O)c2ccc(OCC)cc2)c2ccccc21 (configuration not stated)	-12%	-0.1%	19	45	7%	34%	.	.	i	6	-2.9%	8%
COc1ccccc1NC(=O)Nc1ccccc1C(=O)NCCCN1CCOCC1	-3%	-0.1%	-0.1	49	-11%	-34%	i	0.1	i	41	-1.7%	-6%
CCOC(CNC(=O)C1CCN(S(=O)(=O)c2ccc3nc4c(c(C(=O)O)c3c2)CCCCC4)CC1)OCC	-1%	-0.2%	1.8	53	-14%	8%	i	0.9	i	38	-6.5%	11%
C=CCN(CC=C)S(=O)(=O)c1ccc2nc(NC(=O)C(C)C)sc2c1	-92%	-0.1%	2.9	57	-19%	-17%	?	.	i	39	-2.0%	-8%
COC(=O)CSc1n[nH]c(-c2ccncc2)n1	-11%	0.3%	0.2	79	-4%	19%	i	0.6	i	20	-3.0%	-6%
Cc1cc(C(=O)OCC(=O)NC2CCS(=O)(=O)C2)c(C)n1-c1ccccc1 (configuration not stated)	-55%	-0.1%	-0.6	66	-4%	10%	i	0.5	i	27	-1.1%	-16%
O=[N+]([O-])c1ccc(-n2nnnc2CN2CCCCC2)cc1	-12%[20 µM]	-0.1%	0.1	48	-42%	18%	i	0.5	i	40	.	17%
O=C(c1cnsn1)N1CCC(CO)(Cc2cccc(F)c2)CC1	-2%	-0.2%	0.1	60	-40%	-64%	i	0.1	i	15	0.8%	10%
Cc1cccc(C(=O)O/N=C2/CC3CCC2(C)C3(C)C)c1 (configuration not stated)	7%	-0.3%	1.1	54	16%	-5%	i	1.1	i	9	-5.5%	7%
CN(CCc1ccccn1)C(=O)CCC1CCCN(C(=O)c2ccsc2)C1 (configuration not stated)	-36%	-0.3%	0.9	71	-42%	3%	i	0.7	i	60	-0.4%	0%
O=C(COC(=O)c1ccc(S(=O)(=O)NCc2ccco2)cc1)Nc1ccccc1OC(F)F	-39%	0.3%	0.5	60	21%	-12%	i	0.2	i	52	6.1%	-18%
CCc1ccccc1NC(=S)N(CCCN1CCOCC1)Cc1ccccn1	0%	-0.2%	1.1	62	-24%	8%	i	0.8	i	7	0.3%	8%
Cc1ccc(C)c(N(CC(=O)NCc2ccco2)C(=O)CCC(=O)Nc2ccccn2)c1	33%	-0.1%	.	.	-40%	3%	i	1.3	.	.	0.0%	-6%
CCCNC(=S)NCCN1CCCCC1	2%	0.7%	-1.9	90	-7%	22%	i	0.9	i	30	-0.3%	5%
CC1=CC=CC2=NC(=O)CC(C)(C(=O)N(CC(=O)NC3CCCC3)c3ccc(F)cc3)N12 (configuration not stated)	1%	0.5%	0.2	64	-38%	14%	i	0.7	i	24	-1.4%	3%
N#CCCN(Cc1cccnc1)C(=S)NC(=O)c1ccc(S(=O)(=O)N2CCCC2)cc1	16%	-0.4%	0.0	62	-19%	6%	i	0.2	i	54	-8.5%	6%
Cc1cccc(NC(=O)Cn2c(=O)n(Cc3ccco3)c(=N)c3c4c(sc32)COC(C)(C)C4)c1	22%	-0.3%	-0.6	53	5%	5%	i	0.7	i	49	-4.4%	-4%
Cc1ccc(NC(=O)CCSc2nnc3ccccn23)cc1	7%	-0.1%	-1.1	58	16%	18%	i	1.4	i	58	2.8%	-1%
CCOc1ncccc1C(=O)N1CCN(c2cccc(C)c2C)CC1	-114%	0.5%	.	.	-16%	7%	.	.	.	.	0.4%	-24%
COc1ccc(OC)c(C(C)NC(C)=O)c1 (configuration not stated)	1%	0.1%	0.9	77	-20%	-7%	+	1.8*	i	20	-6.8%	14%
CCOC(=O)N1CCN(S(=O)(=O)c2ccc3c(c2)SC(C)C(=O)N3)CC1 (configuration not stated)	-43%	0.3%	-0.1	83	-47%	5%	i	0.7	i	11	1.0%	-2%
CC(=O)c1c(C)[nH]c(C(=O)NCc2ccccc2Cl)c1C	12%	-0.3%	-1.7	79	-12%	14%	i	2.1	i	30	-6.1%	-16%
OCCN(CCO)c1ccc2ccccc2c1	4%	0.2%	0.2	27	-10%	7%	i	0.5	i	41	-4.2%	18%
CCCCc1c(O)nc(SCC(=O)Nc2cccc3ccccc23)n(-c2ccccc2OC)c1=O	1%	-0.1%	0.9	69	-14%	18%	i	2.6	i	10	6.5%	11%
CC1=C(C(=O)Nc2ccc(C)cn2)C(c2cnn(C)c2)C2=C(CCCC2=O)N1 (configuration not stated)	-29%	-0.5%	-1.4	49	-34%	15%	i	0.6	i	68	3.9%	8%
CCOC(=O)C(C)n1ncn2cccc2c1=O (configuration not stated)	-17%	0.0%	-0.1	48	-29%	3%	.	.	i	40	5.9%	-17%
O=C(CCc1ccccc1)N/N=C/c1cc(Br)ccc1O	-39%	1.1%	8.0	58	40%	9%	i	3.5	+	.	3.0%	7%

Results in T cell modulator vesicle-bound %, T cell modulator and NOD2 inhibition, for two of the compounds above:
Compound,T cell modulator vesicle-bound %,T cell modulator,NOD2 inhibition
Cc1cccc(NC(=O)Cn2c(=O)n(Cc3ccco3)c(=N)c3c4c(sc32)COC(C)(C)C4)c1,49,i,5%
Cc1ccc(NC(=O)CCSc2nnc3ccccn23)cc1,58,i,18%

Single records, as listed above.
Listed for `O=C(CCc1ccccc1)N/N=C/c1cc(Br)ccc1O` → KOR beta-arrestin-1 = -39%; GPR55 beta-arrestin = 1.1%; NTR1 ag = 8.0; NTR1 ag cell count 20 µM = 58; NOD1 inhibition = 40%; NOD2 inhibition = 9%; Myeloid diff 2 = i; Myeloid diff 2 GFP+ MAC1+ % = 3.5; T cell modulator = +; T cell modulator vesicle-bound % = .; KOR beta-arrestin-2 = 3.0%; GPR55 antagonists = 7%
Listed for `O=C(COC(=O)c1ccc(S(=O)(=O)NCc2ccco2)cc1)Nc1ccccc1OC(F)F` → KOR beta-arrestin-1 = -39%; GPR55 beta-arrestin = 0.3%; NTR1 ag = 0.5; NTR1 ag cell count 20 µM = 60; NOD1 inhibition = 21%; NOD2 inhibition = -12%; Myeloid diff 2 = i; Myeloid diff 2 GFP+ MAC1+ % = 0.2; T cell modulator = i; T cell modulator vesicle-bound % = 52; KOR beta-arrestin-2 = 6.1%; GPR55 antagonists = -18%
Listed for `CCOc1ncccc1C(=O)N1CCN(c2cccc(C)c2C)CC1` → KOR beta-arrestin-1 = -114%; GPR55 beta-arrestin = 0.5%; NTR1 ag = .; NTR1 ag cell count 20 µM = .; NOD1 inhibition = -16%; NOD2 inhibition = 7%; Myeloid diff 2 = .; Myeloid diff 2 GFP+ MAC1+ % = .; T cell modulator = .; T cell modulator vesicle-bound % = .; KOR beta-arrestin-2 = 0.4%; GPR55 antagonists = -24%
